Tn7 DDE FP: DD(E)-Tn7 binding inhibition, primary FP screen. P02675. FP displacement of FITC-Tn7 peptide from fibrin DD(E); 0% = median of compound wells per plate. inhibition, % at 8.3 µM. 370,000 tested, 0.13% active;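 active = inhibition above the mean of compounds falling within the control limits plus 3 SD of them, cut at about 14% in these data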;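 also: 0% = plate median of compound wells and 100% = 10 µM Aha-Tn7 peptide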
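System: human fibrin DD(E); quantity: Fibrin-DD(E) at 2 µM final; also added: fluorescent Tn7 probe at 0.1 µM; compound dosing: single nominal test concentration of 8.3 µM per compound; schedule: 10 min preincubation, 3 h with tracer, room temperature; detection: fluorescence polarization of the labelled Tn7 tracer; repeats: one replicate per compound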
TDP2 inh: blocks human TDP2 phosphodiesterase activity; O95551; recombinant TDP2, T5PNP hydrolysis, p-nitrophenol absorbance 415 nm; inhibition, % at 12.8 µM; 370,000 tested, 0.34% active; AID 720702;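 active = inhibition above the mean of all tested compounds plus 3 SD, set per campaign, cut at about 25% in these data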;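 also: 0% = DMSO with enzyme and 100% = buffer with substrate but no TDP2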
Target sequence (O95551 whole entry, looked up): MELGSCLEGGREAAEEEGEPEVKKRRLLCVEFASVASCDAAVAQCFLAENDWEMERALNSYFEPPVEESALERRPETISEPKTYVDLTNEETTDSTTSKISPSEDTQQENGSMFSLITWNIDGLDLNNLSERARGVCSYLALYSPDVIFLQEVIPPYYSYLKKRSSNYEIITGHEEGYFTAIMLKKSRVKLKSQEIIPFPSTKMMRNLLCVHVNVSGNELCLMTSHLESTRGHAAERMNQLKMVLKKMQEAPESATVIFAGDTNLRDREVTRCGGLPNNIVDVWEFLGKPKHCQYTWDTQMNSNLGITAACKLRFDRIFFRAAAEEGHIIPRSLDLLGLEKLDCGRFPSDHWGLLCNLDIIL
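System – recombinant human TDP2 · Amount – 120 nM TDP2 per well · Buffer or medium – Mg2+-containing Tris-HCl buffer, pH 7.5 · Reagent – T5PNP substrate, 5 mM · Dosing – 12.8 µM single point, 1% DMSO · Incubation – 2 h at 37 °C · Measured by – epi absorbance · Read-out basis – percent inhibition · Benchmarks – high control without enzyme, low control DMSO plus TDP2 · Repeats – singlicate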
PRMT1 inh: blocks human protein arginine methyltransferase 1. Q99873. AID 652257. recombinant PRMT1, activity-based probe fluorescence polarization. 370,000 tested, 1.3% active. inhibition, % at 2.79 µM;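 active = inhibition above about 21% made by adding two undisclosed values, limit read from the data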
SIAE primary: inhibitors of human sialic acid acetylesterase SIAE | Q9HAT2 | SIAE FP-Rh probe binding, fluorescence polarization | inhibition, % at 9.66 µM | 370,000 tested, 0.69% active | AID 1053197;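 active = inhibition above a cutoff: mean of compounds within the control limits plus 3 SD of those, cut at about 17% in these data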;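 also: 0% = plate median of compound wells and 100% = probe without SIAE protein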
Target sequence (Q9HAT2 whole entry, looked up): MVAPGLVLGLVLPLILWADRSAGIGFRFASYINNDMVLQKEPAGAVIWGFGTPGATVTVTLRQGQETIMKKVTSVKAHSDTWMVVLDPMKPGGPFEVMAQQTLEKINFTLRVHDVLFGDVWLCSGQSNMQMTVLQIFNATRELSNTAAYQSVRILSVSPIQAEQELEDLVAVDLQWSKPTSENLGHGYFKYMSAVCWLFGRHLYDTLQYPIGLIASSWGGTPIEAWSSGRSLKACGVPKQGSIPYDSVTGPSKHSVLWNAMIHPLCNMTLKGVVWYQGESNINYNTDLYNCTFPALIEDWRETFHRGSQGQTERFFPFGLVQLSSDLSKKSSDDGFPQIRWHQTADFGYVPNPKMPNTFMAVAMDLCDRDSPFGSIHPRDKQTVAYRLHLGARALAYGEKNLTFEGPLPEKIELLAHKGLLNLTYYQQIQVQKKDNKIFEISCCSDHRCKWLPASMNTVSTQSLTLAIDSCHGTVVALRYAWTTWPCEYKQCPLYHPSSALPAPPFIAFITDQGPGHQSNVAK
ABHD4 inh: inhibits mouse alpha/beta hydrolase domain 4; Q8VD66; purified mABHD4, FP-Rh probe fluorescence polarization; inhibition, % at 8.92 µM; 370,000 tested, 0.54% active;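 active = inhibition exceeding the mean over every tested compound plus 3 SD, cut at about 30% in these data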;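 also: 0% = plate median of compound wells and 100% = S159A mutant with DMSO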
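System: mouse ABHD4 enzyme, wild type / Medium: HEPES pH 7.0, NaCl, Pluronic buffer / Reagent: FP-Rh activity-based fluorescent probe / Control set: S159A mutant high control, sample median low control / Detection: fluorescence polarization with parallel and perpendicular emission, 525/598 nm / Schedule: 45 min + 60 min at 25 °C / Compound dosing: 8.92 µM, single dose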
TCR-CD3 inh: human TCR-CD3 binding inhibition. TAMRA-labeled TCR probe fluorescence, biochemical. 360,000 tested, 0.37% active. inhibition, % at 9.4 µM; in the data active = inhibition above about 19%;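 also: recombinant mutant TCR 2C K166C tagged with TAMRA read by polarization; 0% = receptor in buffer alone and 100% = receptor with positive control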
HTRA1 inhibitor: blocks human HTRA1 serine peptidase; AID 504803; Q92743; inhibition, % at 5.96 µM; recombinant HTRA1, FP-rhodamine activity-based probe, fluorescence polarization; 340,000 tested, 0.5% active; in the data active = inhibition above about 36%;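 also: 0% = enzyme with DMSO and 100% = wells lacking enzyme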
PG9 Ab binder: binds the HIV-1 gp120 antibody PG9. TR-FRET gp120-PG9 antibody binding. inhibition, % at 6.7 µM. 360,000 tested, 0.43% active; in the data active = inhibition above about 8.5%
LEDGF integ inh: blocks HIV-1 LEDGF/p75-dependent DNA integration | 370,000 tested, 0.64% active | inhibition, % at 3.7 µM | TR-FRET IN-LEDGF/p75 DNA integration, Eu/Cy5;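 active = inhibition above the screen-wide mean plus 3 SD, cut at about 13% in these data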;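 also: signal is the Cy5 over europium emission ratio at 671 and 618 nm; 0% = plate median of compound wells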
UHRF1 binding: UHRF1 methyl-DNA binding inhibition. Q96T88. UHRF1 binding to methylated oligo, TR-FRET. inhibition, % at 4.4 µM. 370,000 tested, 0.75% active; in the data active = inhibition above about 21%;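 also: UHRF1 SRA domain binding a hemimethylated CpG hairpin DNA probe; 0% = median of test compound wells and 100% = reference inhibitor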
Active calls of the source: *; x = not tested or not shown.

SMILES | Tn7 DDE FP | TDP2 inh | PRMT1 inh | SIAE primary | ABHD4 inh | TCR-CD3 inh | HTRA1 inhibitor | PG9 Ab binder | LEDGF integ inh | UHRF1 binding
O=C(Nc1cccnc1)c1cc(-c2cccs2)on1 | 1 | 2 | 1 | -2 | 2 | 6 | -5 | -0.4 | 3 | -1
CCOC(=O)C(CSCC(=O)c1ccc(Cl)cc1)NC(=O)OC(C)(C)C (stereo not given) | -7 | 4 | 9 | 3 | -5 | -2 | -9 | 1.0 | 5 | 1
O=C(Nc1ccnn1C1CCN(C(=O)c2ccccc2C(F)(F)F)CC1)C1CC1 | 4 | -2 | -1 | -5 | 1 | -11 | 2 | -2.7 | 14* | 4
O=C(Nc1ccc2c(c1)C(=O)NC2=O)c1ccc2ncsc2c1 | -3 | -2 | 3 | -8 | -4 | 6 | -3 | 1.7 | 4 | -1
Cn1cc(S(=O)(=O)N2CCN(c3ccccc3)CC2)c(=O)n(C)c1=O | 1 | -6 | 6 | 60* | 10 | -10 | 3 | -1.2 | -3 | 1
CSc1nc(-c2ccccc2)nc(NC(C)=O)c1C(C)=O | -5 | -4 | 4 | 6 | -3 | 0 | -1 | -0.2 | -1 | -1
CC(=O)Nc1cccc(-c2ccnc3c2CC(C(=O)NCc2ccncc2)O3)c1 (stereo not given) | -1 | 0 | 7 | -1 | -8 | -5 | x | -0.7 | -5 | 5
C[C@@H]1CN([C@H](C)CO)C(=O)CCCn2nncc2CO[C@@H]1CN(C)S(=O)(=O)c1ccc(-n2cccn2)cc1 | 0 | -8 | -2 | 6 | 2 | -4 | 2 | -1.4 | -1 | 1
O=C(NCCCn1ccnc1)c1cccnc1 | -6 | -7 | 1 | -3 | 9 | 6 | 1 | -2.7 | 0 | -4
COc1cccc(C(=O)c2ccncc2C(=O)O)c1OC | 0 | 2 | 1 | 0 | 1 | 0 | 8 | 0.6 | -3 | -2
COc1ccc(OC)c(CCNC(=O)CCCc2nnc3n(C)c(=O)c4sccc4n23)c1 | -3 | -6 | 0 | 0 | 5 | 3 | -9 | 1.6 | 0 | 2
CS(=O)(=O)C1=NSC2=NC(=O)/C(=C\c3ccc(OC(=O)c4ccco4)c(Br)c3)C(=N)N21 | 7 | -5 | 3 | -21 | -8 | -4 | 3 | 0.7 | -5 | 0
COc1ccc(-c2nc3ccc(Cl)cn3c2Cc2ccccc2)cc1OC | -3 | -1 | 1 | -4 | -4 | 0 | x | 0.5 | -3 | 11
CC(=O)c1c(N2CCN(CCO)CC2)nc(=S)n(-c2ccccc2)c1C | -3 | 5 | 6 | 5 | -1 | -4 | 11 | -0.9 | 2 | 3
O=C(NCC(c1cccs1)N1CCOCC1)c1cc([N+](=O)[O-])cc([N+](=O)[O-])c1 (stereo not given) | -4 | 6 | 3 | 2 | 2 | -4 | -5 | 3.2 | -1 | 1
Cc1nnc(NCc2ccncc2)c2ccccc12 | -5 | -8 | -1 | -10 | -4 | 8 | -4 | -0.5 | 0 | 0
O=C(CSc1nccc(=O)[nH]1)NC1CCCC1 | -7 | -6 | -4 | -2 | 4 | -7 | 1 | -1.3 | 3 | 0
Cc1ccc(C(=O)CCC(=O)Nc2cccc(C)c2)cc1 | -6 | 8 | -2 | 11 | 3 | 2 | 7 | -1.1 | 0 | 1
C=CCN1C(=O)CSC1=Nc1ccc(NC(C)=O)cc1 | -6 | 14 | -3 | 0 | -6 | 3 | 3 | -0.1 | -2 | 2
NS(=O)(=O)c1ccc(CNC(=O)c2cc(-c3cccnc3)nc3ccc(Br)cc23)cc1 | 4 | -16 | -8 | -57 | -26 | -13 | -27 | 8.0 | 3 | -4
CC(C)NC(=O)C1(C#N)C=C1c1ccccc1 (stereo not given) | -4 | -7 | -1 | 0 | 1 | 11 | x | -0.5 | 3 | -2
CCOC(=O)N1CCN(C2CCCN(C(=O)c3cccc(N(C)C)c3)C2)CC1 (stereo not given) | 5 | 8 | -5 | 8 | -1 | 1 | 6 | -1.6 | 0 | 1
COc1ccc(C2C(C(=O)c3ccc(C)o3)=C(O)C(=O)N2CC2CCCO2)cc1OC (stereo not given) | -5 | -1 | -2 | -5 | 1 | 6 | 7 | 4.8 | 2 | 2
O=C1NC(=O)C2(CCCC2c2ccccc2)N1 (stereo not given) | -7 | 5 | -4 | 5 | 1 | 5 | -4 | 0.6 | 6 | -1
Cc1ccc(-n2cc(CNCCCn3cccn3)c(-c3cccc(C)c3)n2)cc1 | 1 | 3 | -2 | -8 | 0 | 1 | -26 | -2.1 | 1 | -1
C[C@]1(C(=O)NCCN2CCOCC2)C=C[C@@H](Cc2ccccc2)N1C(=O)c1ccccc1 | 6 | 9 | -3 | 21* | -1 | 3 | 19 | -0.6 | -2 | -1
COc1ccc(N2CCN(C(=O)C(=O)c3c(C)n(C)c4ccccc34)CC2)cc1 | -2 | 12 | -1 | -1 | 1 | -6 | 2 | -0.5 | -1 | -2
O=C(O)c1ccc(NC2=C(n3nnc4ccccc43)C(=O)c3ccccc3C2=O)cc1 | -1 | 34* | -1 | -5 | 0 | -4 | 12 | -2.6 | 13 | 2
Cc1c(C(=O)N2CCC[C@H]2CO)oc2c(F)cccc12 | -3 | 13 | 4 | -1 | 4 | -4 | -3 | 0.2 | -9 | -2
c1ccc(-c2noc(-c3ccco3)n2)nc1 | -2 | 6 | -1 | 10 | 6 | 6 | 3 | -0.4 | 2 | -6
Cc1[nH]c(=O)c(C#N)c(C)c1Cl | -6 | -10 | 0 | 2 | 0 | -4 | 12 | 1.4 | 2 | 3
C/C(CC(=O)Nc1ccc(N(C)C)cc1)=N\NC(=O)c1ccc(C(C)(C)C)cc1 | -4 | -14 | -3 | 8 | 0 | -7 | 9 | -3.2 | 3 | 0
COc1cccc(-c2cc(C(F)(F)F)nc(-n3cccn3)n2)c1 | 5 | -2 | 7 | -11 | -8 | -5 | -8 | 1.9 | -2 | 3
COC(=O)C1=C(C)N(Cc2ccccc2C(F)(F)F)C(=NCc2cccc(C(F)(F)F)c2)NC1c1ccc(F)cc1 (stereo not given) | 8 | -4 | -4 | -10 | 12 | 10 | x | 1.1 | 0 | 7
OCCNCc1cc(Br)ccc1OCc1ccccc1 | -3 | 6 | 1 | -8 | -2 | -5 | 1 | 1.1 | -1 | 1
CCOC(=O)C1=C2c3ccc4ccccc4c3CC(C)(C)N2C(=O)C1=O | 0 | -4 | 0 | -6 | 9 | -1 | -1 | 0.0 | -7 | 3
CCCCn1c(N)c(N(CCOC)C(=O)C2CC(=O)N(Cc3ccco3)C2)c(=O)[nH]c1=O (stereo not given) | 1 | -2 | 5 | 6 | -4 | -4 | -4 | -1.5 | -6 | 1
COc1ccc(N(C)C(=S)Nc2ccc3nc(C)c(C)nc3c2)cc1 | 5 | -12 | 7 | 3 | -2 | -5 | -5 | -1.9 | -2 | -2
COc1ccccc1C(=O)NNC(=O)c1ccc(NC(=O)CC(C)C)cc1 | -5 | 5 | 1 | 2 | -1 | 31* | -10 | -0.4 | -3 | 1
N=c1ccn(Cc2ccc([N+](=O)[O-])cc2)cc1 | -1 | 1 | 4 | -3 | 3 | -1 | 1 | 2.4 | 4 | 2
CCn1c(=NC(=O)CCS(=O)(=O)c2ccccc2)sc2cccc(OC)c21 | -6 | 7 | -2 | 0 | -2 | 5 | -14 | -1.2 | 3 | -3
CC(C)CC(=O)Nc1c2c(nn1-c1cccc(Cl)c1)CS(=O)C2 (stereo not given) | -4 | 1 | -2 | 10 | -2 | -2 | 7 | -1.9 | 1 | -1
O=C(NCCn1cc(SCC(=O)N2CCOCC2)c2ccccc21)c1c(F)cccc1F | 2 | 1 | 0 | 2 | -9 | 5 | 0 | -2.8 | -2 | -1
Cc1ccccc1CNCCCSc1ncccn1 | 8 | 15 | 1 | 4 | 6 | -6 | 4 | -1.3 | -3 | 0
CC(C#N)Sc1nnc(-c2ccccc2F)n1C1CC1 (stereo not given) | 2 | 7 | -1 | 0 | -3 | 2 | 11 | -1.6 | 2 | 1
Cc1ccc(CNC(=O)NC2CCCCC2)cc1 | 3 | -2 | 1 | -5 | 0 | 6 | 6 | 0.5 | -1 | 1
CCn1c(CN2CCN(c3ccc(OC)cc3)CC2)nc2cc(S(=O)(=O)N(C)C)ccc21 | -5 | -16 | -2 | 5 | -2 | 0 | 3 | -0.7 | 5 | 2
N=C1C(c2ccc(Br)cc2)=C(O)C2CCc3ccccc3N12 (stereo not given) | 9 | 5 | 1 | 16 | 7 | 3 | -2 | -3.1 | -2 | -1
O=C(NCc1ccccc1C(F)(F)F)c1cccc2c1C(=O)c1ccc(N3CCOCC3)cc1S2(=O)=O | 5 | 1 | 2 | -11 | 1 | 2 | 0 | -0.2 | 1 | -1
CCCOc1ccc(C(=O)N2CCN(c3ccc(NC(=O)CC)cc3Cl)CC2)cc1 | 9 | 0 | -4 | 5 | -2 | 0 | -3 | -2.0 | 1 | 1
CC(=O)C(=Cc1ccc(Cl)cc1)C(=O)c1ccccc1 | 6 | 5 | 1 | 7 | -3 | 3 | x | -0.5 | -4 | 0
O=C(NCc1ccccc1)Nc1cccn(Cc2ccccc2)c1=O | -2 | -2 | -2 | 2 | -12 | 3 | -5 | 0.0 | 3 | -5
CC(NC(=O)Cc1ccc(NS(=O)(=O)c2cccc(C(F)(F)F)c2)cc1)c1ccccn1 (stereo not given) | -3 | -12 | -5 | 1 | -3 | -2 | 3 | -1.4 | 6 | 0
O=C(Cc1cccc(NC(=O)C2CCN(S(=O)(=O)c3cccc([N+](=O)[O-])c3)CC2)c1)Nc1cccc(C(=O)N2CCCCC2)c1 | -1 | 8 | -5 | -24 | -27 | 0 | -8 | -2.5 | -4 | -1
Cc1cc(NC(=O)CSc2ncc(C(F)(F)F)cc2Cl)no1 | 1 | -3 | 3 | -2 | 0 | -7 | 1 | 5.2 | -2 | 1

Profiles, looked up by structure:
Record of `Cc1ccccc1CNCCCSc1ncccn1` : Tn7 DDE FP = 8; TDP2 inh = 15; PRMT1 inh = 1; SIAE primary = 4; ABHD4 inh = 6; TCR-CD3 inh = -6; HTRA1 inhibitor = 4; PG9 Ab binder = -1.3; LEDGF integ inh = -3; UHRF1 binding = 0
Record of `C[C@@H]1CN([C@H](C)CO)C(=O)CCCn2nncc2CO[C@@H]1CN(C)S(=O)(=O)c1ccc(-n2cccn2)cc1` : Tn7 DDE FP = 0; TDP2 inh = -8; PRMT1 inh = -2; SIAE primary = 6; ABHD4 inh = 2; TCR-CD3 inh = -4; HTRA1 inhibitor = 2; PG9 Ab binder = -1.4; LEDGF integ inh = -1; UHRF1 binding = 1
